POLI inh – qHTS for Inhibitors of Polymerase Iota; Pol iota fluorescent replication assay, 10 min; Potency, µM (top dose mostly 115 µM), for the others: top-dose activity, negative = inhibition, most hits filed as inhibitors; actives 1% (n = 390,000); AID 588590, 2011; further: potency means the concentration at half of the fitted maximal effect
Target sequence (Q9UNA4 whole entry, looked up): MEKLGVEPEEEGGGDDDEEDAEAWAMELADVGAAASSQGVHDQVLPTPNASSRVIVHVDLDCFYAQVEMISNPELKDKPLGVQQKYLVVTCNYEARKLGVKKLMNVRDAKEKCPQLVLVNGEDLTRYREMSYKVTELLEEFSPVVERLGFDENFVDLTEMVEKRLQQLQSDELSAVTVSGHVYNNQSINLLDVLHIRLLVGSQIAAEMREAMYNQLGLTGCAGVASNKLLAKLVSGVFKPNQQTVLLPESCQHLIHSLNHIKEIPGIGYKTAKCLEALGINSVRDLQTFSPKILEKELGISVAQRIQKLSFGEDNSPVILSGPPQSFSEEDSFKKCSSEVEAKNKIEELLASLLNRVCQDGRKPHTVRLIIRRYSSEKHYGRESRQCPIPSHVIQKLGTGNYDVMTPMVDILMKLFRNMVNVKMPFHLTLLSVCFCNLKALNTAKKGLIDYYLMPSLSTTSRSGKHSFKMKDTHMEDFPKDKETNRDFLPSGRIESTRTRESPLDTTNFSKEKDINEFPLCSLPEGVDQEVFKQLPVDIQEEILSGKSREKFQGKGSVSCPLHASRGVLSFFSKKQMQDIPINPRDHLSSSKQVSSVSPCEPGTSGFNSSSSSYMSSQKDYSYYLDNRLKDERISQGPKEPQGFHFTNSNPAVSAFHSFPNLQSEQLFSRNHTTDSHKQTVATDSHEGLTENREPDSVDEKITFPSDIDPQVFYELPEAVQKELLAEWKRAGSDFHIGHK
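Fluorescent replication assay read twice, at 0 min and 10 min after adding 50 nM (final) substrate. Enzyme (10 nM) and compounds were first incubated 15 min at room temperature; enzyme-free buffer wells were negative controls.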
ERG-DNA inh – qHTS for Small Molecule Inhibitors of the ERG Ets/DNA interaction; AID 624246, 2012; Potency, µM (top dose mostly 76.9 µM), for the others: top-dose FP activity, negative = inhibition, usual class: inhibitors; actives 0.028% (n = 370,000); Transcriptional regulator ERG (Homo sapiens), P11308; fluorescence polarization, His-ERG Ets domain / labelled DNA; active means well fitted inhibition curve with a large enough effect in the polarisation, with a control signal flat; inconclusive means small, poorly fitted or top-dose-only effect, or effect the other way, or a change in a side signal; inactive means no such curve, though single readings can be large or run the other way; the % refers to the polarisation;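 further: polarization taken with two DNA probes labelled with fluorescein and Texas red; potency means the concentration at half of the fitted maximal effect; % of control where 0% means no effect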
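His-tagged ERG Ets domain (1 uM in the protein solution; 300mM KCl, 50mM Tris-HCl, 1mM EDTA, 1mM DTT, pH 7.5) received compound, then a probe mix of 5 nM fluorescein-DNA and 100nM Texas-615-DNA. Fluorescence polarization was read for both dyes.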
ALOX12 inh – Primary qHTS assay for inhibitors of human arachidonate 12S-lipoxygenase (ALOX12): Round 2. AID 1671190, 2021. actives 1.1% (n = 580,000). purified 12hLO, xylenol orange hydroperoxide absorbance. Potency, µM (top dose mostly 108 µM), without a hit: at the top dose activity change, negative = inhibition, actives largely listed as inhibitors. Polyunsaturated fatty acid lipoxygenase ALOX12 (Homo sapiens), P18054; further: potency means the concentration at half of the fitted maximal effect; on the % scale 0 is the no-effect control and ±100 the full control effect
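Purified human 12hLO at 150 nM in 25 mM Hepes, 0.01% Triton X-100, pH 7.0, preincubated 15 min at room temperature with compound. Reaction started with 40 uM arachidonic acid, 30 min at room temperature. Hydroperoxide measured by Fe-xylenol orange, 573/405 nm absorbance ratio.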
Anesthetic bind – qHTS Assay for Identification of Novel General Anesthetics. Ferritin light chain (Equus caballus), P02791. Potency, µM (titrated, usually from 77.5 µM), for the others: at the top dose activity change, negative = displacement, actives largely listed as inhibitors. apoferritin/1-aminoanthracene competitive binding, fluorescence. AID 485281, 2010. actives 0.074% (n = 350,000); further: potency means the concentration at half of the fitted maximal effect; on the % scale 0 is the no-effect control and ±100 the full control effect; nearly all actives have a fitted effect of over 20% in size
Target sequence (P02791 2-175 limits assumed): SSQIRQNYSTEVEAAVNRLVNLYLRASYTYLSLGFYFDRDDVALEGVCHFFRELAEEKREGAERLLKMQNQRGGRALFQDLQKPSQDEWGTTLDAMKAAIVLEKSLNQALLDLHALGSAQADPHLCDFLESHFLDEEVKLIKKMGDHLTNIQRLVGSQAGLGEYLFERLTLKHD
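Steps: apoferritin (10 uM) was premixed with half-saturated 1-AMA in PBS, compounds were pin-transferred, plates stood 10 min at room temperature, fluorescence was read at 380/535 nm, and curves were fitted with a Hill equation.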
APEX1 inh – qHTS Assay for Inhibitors of the Human Apurinic/apyrimidinic Endonuclease 1 (APE1). AID 2517, 2012. Potency, µM (highest dose often 65.8 µM), without a hit: at the highest dose activity change, negative = inhibition, most hits filed as inhibitors. recombinant APE1, TAMRA/BHQ-2 abasic DNA cleavage fluorescence. actives 0.35% (n = 350,000). DNA repair nuclease/redox regulator APEX1 (Homo sapiens), P27695;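 further: potency means the concentration at half of the fitted maximal effect; plate controls were vehicle for no effect and reference inhibitor for full effect; nearly all actives have a fitted effect of over 55% in size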
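Measures dequenching upon AP-site incision of a 5'-TAMRA/3'-BHQ-2 THF-containing duplex, 50 nM; human APE1 0.75 nM after 15 min room-temperature exposure to compound; kinetic three-point read at one-minute spacing.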
BLM helicase inh – qHTS Assay for Inhibitors of Bloom's syndrome helicase (BLM); recombinant BLM DNA unwinding, fluorescence dequenching; AID 2528, 2010; Potency, µM (titrated, usually from 56.1 µM), inactives show at the top dose activity change, negative = inhibition, actives largely listed as inhibitors; actives 0.2% (n = 350,000);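 further: potency means the concentration at half of the fitted maximal effect; plate controls were vehicle for no effect and no enzyme for full effect; nearly all actives have a fitted effect of over 35% in size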
POLB inh – qHTS Assay for Inhibitors of DNA Polymerase Beta | AID 485314, 2010 | Pol beta primer extension/strand displacement, fluorescence kinetic | actives 1.3% (n = 340,000) | Potency, µM (titrated, usually from 114 µM), for inactives: top-dose activity change, negative = inhibition, most hits filed as inhibitors; further: potency means the concentration at half of the fitted maximal effect; on the % scale 0 is the no-effect control and ±100 the full control effect
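Values derive from four-parameter Hill fits of normalized kinetic data: reads at 0 and 10 min following addition of 50 nM substrate to 10 nM Pol beta preincubated 15 min with compound.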
Pol kappa inh – qHTS for Inhibitors of Polymerase Kappa; DNA polymerase kappa (Homo sapiens), Q9UBT6; purified Pol kappa, fluorescent DNA synthesis assay, 10 min; Potency, µM (titrated, usually from 107 µM), without a hit: at the top dose activity, negative = inhibition, actives largely listed as inhibitors; actives 0.53% (n = 400,000); AID 588579, 2011; further: potency means the concentration at half of the fitted maximal effect; on the % scale 0 is the no-effect control and ±100 the full control effect
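Kinetic fluorescence readout at 0 and 10 min followed reaction start with substrate at 50 nM final. Beforehand, enzyme (10 nM Pol kappa) stood 15 min with compound at room temperature; buffer-only wells were negative controls.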
TRHR agonist – qHTS for Small Molecule Agonists and Allosteric Enhancers of Human TRH Receptor: Primary Screen for Agonists. activation, % at 2 µM. actives 0.18% (n = 360,000). TRHR cells, calcium flux fluo-8, FDSS agonist mode; in the data active means activation above about 30%; further: 0% is about no effect
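In this calcium-flux screen, cells bearing human TRHR are dye-loaded with fluo-8, baselined for 10 cycles, then exposed to library compounds; positive kinetic calcium responses during the agonist phase mark hits, with TRH as control.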
Starred values were filed as active, the others as inactive; ? = inconclusive; / = no result given; & = joins results of further samples; ! = not active in a repeat; [ ] = dose if it differs, or a comment. Unless noted, the call rests on the fitted dose curve; in most records, active means well fitted curve in the direction sought with a large enough effect; inconclusive means small, poorly fitted or top-dose-only effect, or another doubt; inactive means no such curve, though single readings can be large; an effect the other way counts as inactive or inconclusive. Not all compounds are listed (hit frequency here may not be typical).

SMILES	POLI inh	ERG-DNA inh	ALOX12 inh	Anesthetic bind	APEX1 inh	BLM helicase inh	POLB inh	Pol kappa inh	TRHR agonist
CC(C)CNC(=S)NC1CC2CCCC(C1)N2Cc1ccco1 (stereo unspecified)	?	/	10%	-9%	-2%	-2%	2%	-6%	0.3
CC1=NNC(=O)C1Cc1c(Cl)cccc1Cl (stereo unspecified)	59%[activator]	6%	0%	/	/	/	/	-7%	/
COc1ccc2c(c1OC)C(=O)OC2c1c(O)n(Cc2ccc(F)cc2)c(=O)[nH]c1=O (stereo unspecified)	?	-5%	?	-15%	-5%	-2%	5%	-1%	0.6
C[C@@H]1O[C@@H](O[C@H]2C[C@@H](O)[C@]3(CO)[C@@H]4C(CC[C@]3(O)C2)[C@@]2(O)CC[C@H](C3=CC(=O)OC3)[C@@]2(C)C[C@H]4O)[C@H](O)[C@H](O)[C@H]1O (stereo partly specified)	-12%[58.9 µM]	/	-11%	/	-2%&12%&19%	-1%	-13%[57.1 µM]	0%&-8%[19.4 µM]	/
O=c1[nH]c(O)c(Cc2ccc3c(c2)OCO3)c(=O)[nH]1	6%	9%	-9%	4%	-1%	2%	2%	-2%	0.1
Cc1ccc(C=C2C(Cl)=C(Cl)C(Cl)=C2Cl)cc1	2.8µM*	-3%	/	-7%	16µM*	-25%	4µM*	16µM*	0.1
CC(OC(=O)c1cn(C)c2ccccc12)C(=O)N1CCCC1 (stereo unspecified)	-1%	-5%	344%[activator]	/	30%	/	/	-15%	-0.1
COc1ccc(-c2nn(CCC#N)cc2C(=O)O)cc1	40%[activator]	10%	-2%	-1%	-4%	-1%	0%	-1%	-0.2
Cc1ccccc1NC(=O)NCCN1CC1	-19%	2%	0%	-10%	2%	-3%	3%	-15%	1.3
COc1ccc(Cc2c(O)[nH]c(=S)[nH]c2=O)cc1	-4%	15%	28µM*	0%	-1%	-2%	9%	-9%	0.2
C=Cn1ccnc1P(O)(=S)c1nc(C)c(CCOC(C)=O)s1 (stereo unspecified)	36%[activator]	7%	12%	-3%	-2%	-4%	-3%	-2%	0.4
CCC(C)n1c(O)c(C=NCCc2ccccc2)c(=O)[nH]c1=S (stereo unspecified)	2%	8%	198%[activator]	-23%	?	-8%	0%	-2%	0.3
CCN1CCC2(CC1)NC(CO)(CO)CO2	17%	-7%	316%[activator]	-6%	-4%	-7%	16%	-15%	-0.2
CC12CCC3C(CCC4CC(=O)CCC43C)C1CC(=NO)C2=O (stereo unspecified)	6%	14%	-6%	/	/	/	/	-5%	/
CNC(C)Cc1ccc(OC)cc1 (stereo unspecified)	/	/	4%	43%[activator]	-4%	-10%	/	18%[60.1 µM]	/
Cc1c(C(=O)N2CCC3(CC2)OCCO3)oc2ccc(S(=O)(=O)N3CCOCC3)cc12	26%	-1%	0%	-6%	1%	-1%	2%	-6%	0.1
Cc1nc2ccccc2c(=O)n1-c1ccccc1[N+](=O)[O-]	-8%	-9%	-17%	-7%	-6%	2%	17%	-4%	0.2
CN1CCN(/N=C/c2c(O)n(C)c(=O)n(C)c2=O)CC1	82%[activator]	4%	0%	-6%	3%	-4%	2%	2%	0.8
COc1ccc(CN2C(=O)NC(=O)/C(=C\c3cccc(OC)c3OC)C2=O)cc1	26%	1%	?	-18%	4%	-5%	5%	-6%	0.1
Fc1ccc(CNC2CN3CCC2CC3)cc1 (stereo unspecified)	-2%	-14%	-14%	-3%	30%	-3%	-23%	2%	0.1
Cc1ccc(N2C(=O)CC(=O)NC2=O)c(C)c1	?	7%	-18%	1%	-18%	-1%	10%	-1%	1.0
COP(=O)(OC)C(Nc1ccc([N+](=O)[O-])cc1)c1ccccc1 (stereo unspecified)	127%[activator]	2%	0%	-10%	18%	-1%	20%	-2%	0.2
O=c1ccc2cc(O[C@@H]3O[C@H](CO)[C@@H](O)[C@H](O)[C@H]3O)c(O)cc2o1	-27%	16%	-1%&40%	/	-3%[21 µM]	/	/	-1%	/
CCCCC(=O)N/N=C/c1c(O)n(Cc2ccco2)c(=O)[nH]c1=O	?	1%	2%	-2%	-11%	3%	?	-7%	-0.2
CC(=O)OC1(c2ccccc2)CCN(C2CCCCC2)CC1C (stereo unspecified)	-8%	0%	17%	-5%	-1%	-1%	20%	-8%	1.8
Later entries.
SMILES	POLI inh	ERG-DNA inh	ALOX12 inh	Anesthetic bind	APEX1 inh	BLM helicase inh	POLB inh	Pol kappa inh	TRHR agonist
CC(C)c1ccc(CNC(=O)c2ccc(N3CCCC3)c(NC(=O)NCc3ccccc3)c2)cc1	-7%	6%	0%	37%[activator]	/	-6%	-3%	-13%[60.1 µM]	0.2
N#CCCn1cc(C(=O)Nc2ccccc2Cl)c(-c2ccc(F)cc2)n1	166%[activator]	-15%	8%	-17%	10%	-1%	45%	1%	-1.3
c1ccc(N2C3C4CC(C5CCCC54)C32)cc1 (stereo unspecified)	1%	-8%	-6%	/	/	/	/	10%	/
O=C(c1ccccc1)c1ccccc1N=Cc1c(O)[nH]c(=O)[nH]c1=O	19%	2%	-2%	-12%	-5%	-6%	-20%	-18%	-1.0
CNCC(O)c1ccc(OC(=O)C(C)(C)C)c(OC(=O)C(C)(C)C)c1 (stereo unspecified)	?	-10%	-3%	/	-1%	/	/	-18%	1.1
CN(C)P(=S)(Nc1ccccc1)C(Cl)(Cl)Cl (stereo unspecified)	33%[activator]	6%	-5%	?	-7%	-7%	-25%	7%	0.1
O=C1NC(=S)N(c2ccc(Br)cc2)C(=O)/C1=C/N1CCN(C(=O)c2ccco2)CC1	?	27%	?	-16%	1%	-2%	-2%	?	0.0
c1ccc(N=Nc2ccccc2)cc1	/	/	/	-5%	2%&23%	-9%	/	-7%[60.1 µM]	/
Cc1cc(-c2nc3ncccc3o2)ccc1NC(=O)c1ccccc1Br	?	2%	-17%	-13%	/	-1%	-17%	-8%	0.2
CC(N)C(=O)c1ccco1 (stereo unspecified)	11%	4%	5%	-12%	-3%	1%	5%	-1%	-0.1
O=C(Oc1ccc2ccccc2c1)c1ccco1	8%	11%	7%	?	-11%	-5%	4%	?	0.5
CCc1ccccc1NC(=O)CNC1CCCCC1	10%	-1%	21%	-5%	1%	-1%	8%	-4%	-0.7
CN(C)C(Cc1ccccc1)C(=O)c1c[nH]c2ccccc12 (stereo unspecified)	15%	-3%	5%	-14%	-8%	-1%	16%	8%	1.2
COc1cc(CN2CCc3nc(N4CCN(c5ccccc5F)CC4)ncc3C2)ccc1OC(C)C	3%	0%	1%	49%[activator]	/	-3%	-20%	-6%[60.1 µM]	-1.1
Oc1ccccc1O	79µM*	0%	?	/	28µM*!	/	40µM*	50µM*	1.2
O=C(c1ccccc1F)c1cn(CC(=O)N2CCCC2)c2ccccc12	7%	6%	33%[activator][57.4 µM]	-13%	-3%	1%	6%	-3%	-0.5
O=c1[nH]c(O)c(C=Nc2cc(F)cc(F)c2)c(=O)[nH]1	-21%	-3%	-56%	2%	1%	-7%	-1%	-11%	0.5
Cc1nn(Cc2c(Cl)cccc2Cl)c(Cl)c1C(=O)O	-20%	3%	-1%	-1%	-3%	-3%	45%	-1%	-0.2
CN1c2ccc([N+](=O)[O-])cc2CC2(C(=O)NC(=O)NC2=O)C1c1ccccc1 (stereo unspecified)	-3%	0%	?	-12%	-3%	0%	19%	-15%	0.7
Cc1nn(Cc2ccccc2)c(C)c1C(=O)OCC(=O)Nc1cc(S(C)(=O)=O)ccc1Cl	46%[activator]	-3%	-8%	-11%	1%	-2%	26%	-16%	1.7
COC(=O)C1=C(c2ccc(OC)c(OC)c2)C[C@@H]2CC[C@H]1N2C(=O)NCc1ccco1	0%	1%	?	/	16%	/	/	1%	0.3
CCC1CN2CCC1CC2C(O)c1ccnc2ccc(OC)cc12 (stereo unspecified)	/	/	/	-11%	1%	-1%	/	-3%[60.1 µM]	/
CSCc1nnc2n1-c1ccc(Cl)cc1C(c1ccccc1)=NC2	5%	-6%	-7%	0%	2%	-1%	33%	-15%	-0.1
CCCCC(=O)N/N=C/c1c(O)n(CCc2ccccc2)c(=O)[nH]c1=O	27%	-1%	0%	-3%	3%	0%	-30%	-1%	0.2
CCCCn1c(=O)c(C(=O)Nc2ccccc2S(N)(=O)=O)c(O)c2ccccc21	?	2%	23%	?	-9%	-15%	2%	-21%	0.1

Compound profiles, from the list above. Values in the order: POLI inh, ERG-DNA inh, ALOX12 inh, Anesthetic bind, APEX1 inh, BLM helicase inh, POLB inh, Pol kappa inh, TRHR agonist
`CC(N)C(=O)c1ccco1` (stereo unspecified) is entered as 11%, 4%, 5%, -12%, -3%, 1%, 5%, -1%, -0.1
`N#CCCn1cc(C(=O)Nc2ccccc2Cl)c(-c2ccc(F)cc2)n1` is entered as 166%[activator], -15%, 8%, -17%, 10%, -1%, 45%, 1%, -1.3
`c1ccc(N2C3C4CC(C5CCCC54)C32)cc1` (stereo unspecified) is entered as 1%, -8%, -6%, /, /, /, /, 10%, /
`Cc1nn(Cc2c(Cl)cccc2Cl)c(Cl)c1C(=O)O` is entered as -20%, 3%, -1%, -1%, -3%, -3%, 45%, -1%, -0.2

Bioassay records as filed in PubChem.
